Cav3 T inh = Cav3.2 calcium influx blockers – cell-based, Fluo-4 calcium fluorescence, FDSS, MLSMR library, primary screen | Cav3.2-expressing cells; hits give low values | B-score at 10 µM | 100,000 compounds, 4% hits;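 active means single-dose well whose peak fluorescence ratio is a statistical outlier from its plate by either plate-standardised score or position-corrected B-score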
* marks the source's active call; other numbers are inactive results. Not all compounds are listed; the hit share may differ from the screen's.

Results for CCN(CC)C(=O)C1CCN(S(=O)(=O)c2ccc(C3CNC(=O)C3)cc2)CC1 (stereo not given) ?
Cav3 T inh: 1.1

What do the screens show for `COc1ccc2cc(CN(CCCN3CCOCC3)Cc3nnnn3C3CCCC3)c(=O)[nH]c2c1`?
Cav3 T inh: 1.4

Results for Cc1ccc(CNC(=O)c2coc(=O)c3ccccc23)o1 ?
Cav3 T inh: 0.87

How did CCc1ccc(NC(=O)C2C3C=CC(C4CC34)C2C(=O)O)cc1 (stereo not given) do in these assays?
Cav3 T inh: 0.09

What do the screens show for `CCCc1cc(=O)[nH]c(SCC(N)=O)n1`?
Cav3 T inh: -0.76

How did COc1cc(C(=O)NCCN2CCOCC2)cc(OC)c1OC do in these assays?
Cav3 T inh: 0.14

Results for Cc1cccc2cc(C#N)c(NCCNC(=O)NC3CCCCC3)nc12 ?
Cav3 T inh: -0.14

How did COc1ccc(-n2nnnc2SCC(=O)Nc2nnc(C)s2)cc1 do in these assays?
Cav3 T inh: 2.3

Results for CN(C)S(=O)(=O)N(CC(=O)N1CCOCC1)c1ccccc1 ?
Cav3 T inh: 0.43

Results for COc1cccc(C2=CC(c3ccc(OC)c(OC)c3OC)n3nnnc3N2)c1 (stereo not given) ?
Cav3 T inh: 0.16

How did COc1cccc(NC(=O)CSCc2n[nH]c(=O)[nH]2)c1 do in these assays?
Cav3 T inh: 0.99

What do the screens show for `COCCCNc1nc2c(c(=O)[nH]c(=O)n2C)n1CCCc1ccccc1`?
Cav3 T inh: 1.2

What do the screens show for `COC(=O)CSc1c(-c2ccccc2)c2cc(Cl)ccc2[nH]c1=O`?
Cav3 T inh: -1.6

Results for O=C(CSC1c2ccccc2C(=O)N1c1ccccc1)N1CCOCC1 (stereo not given) ?
Cav3 T inh: 1.3

Results for CC(C)[C@H](NC(=O)NCc1cccs1)C(=O)O ?
Cav3 T inh: 0.7

Results for O=C(COc1ccccc1O)c1cccs1 ?
Cav3 T inh: -0.012

What do the screens show for `O=C(NC1CCCCCCC1)C1=COCCO1`?
Cav3 T inh: 0.68

What do the screens show for `Cc1ccc2c(c1)N(CCC(=O)NCCN1CCOCC1)C(=O)CO2`?
Cav3 T inh: 0.068

How did CCOC(=O)c1sc(NC(=O)C(CC)Sc2nc3ccccc3[nH]2)nc1C (stereo not given) do in these assays?
Cav3 T inh: 0.14

What do the screens show for `COc1ccc(-c2cc(C(F)(F)F)n3nc(C(=O)N4CCCCC4)cc3n2)cc1OC`?
Cav3 T inh: 0.4

Results for Cn1c2ccccc2c2nnc(SC3CCOC3=O)nc21 (stereo not given) ?
Cav3 T inh: 0.28

What do the screens show for `Cc1ccsc1CNn1cnnc1SCc1ccccc1F`?
Cav3 T inh: 0.87

What do the screens show for `Cc1cccc(NC(=O)CSc2nnnn2C)n1`?
Cav3 T inh: 0.46

Results for Cc1oc2ccc(O)c(CN3CCOCC3)c2c1C(=O)c1ccc(Cl)cc1 ?
Cav3 T inh: -4.4*

What do the screens show for `COc1ccc(OCCn2cncn2)cc1`?
Cav3 T inh: 0.7

How did Nc1nnnn1/N=C\c1ccc(Cl)c([N+](=O)[O-])c1 do in these assays?
Cav3 T inh: 1.7

Results for Cc1nc(NC(=O)c2ccc(Br)o2)sc1C ?
Cav3 T inh: -0.13

What do the screens show for `CC(C)NC(=O)c1noc2cc([N+](=O)[O-])ccc12`?
Cav3 T inh: 0.92

What do the screens show for `O=c1cc(NCC2CCCO2)[nH]c(=O)n1-c1ccc(Cl)cc1` (stereo not given)?
Cav3 T inh: -0.93

What do the screens show for `CCCS(=O)(=O)N1CCC(C(=O)N2CCOCC2)CC1`?
Cav3 T inh: 0.039

What do the screens show for `NNC(=O)c1cn2ccccc2n1`?
Cav3 T inh: 2.2

Results for Cc1c(C(=O)OC(C)C(C)C[N+](C)(C)C)oc2ccccc12 (stereo not given) ?
Cav3 T inh: 0.17

Results for O=C(O)CSc1nc2ccccc2c(=O)[nH]1 ?
Cav3 T inh: 0.0084

What do the screens show for `CCCc1cc(-c2nc(N)ncc2-c2ccc3c(c2)OCCCO3)c(O)cc1OC`?
Cav3 T inh: -1.5

What do the screens show for `Cc1ccccc1Cn1cc(NC(=O)c2cc3nc(-c4ccco4)cc(C(F)(F)F)n3n2)cn1`?
Cav3 T inh: -0.77

Results for COC(=O)c1c(NC(=O)C(C)(C)C)sc2c1C(C(=O)OC)CC2 (stereo not given) ?
Cav3 T inh: -0.17

How did O=C(CSc1nnc(-c2cccs2)o1)NCC1CN(Cc2ccccc2)CCO1 (stereo not given) do in these assays?
Cav3 T inh: 0.15

How did COC(=O)c1cc(NS(=O)(=O)c2ccc(N3CCCCC3)c([N+](=O)[O-])c2)cc(C(=O)OC)c1 do in these assays?
Cav3 T inh: -0.004

What do the screens show for `CCS(=O)(=O)N1CCN(Cc2ccncc2)CC1`?
Cav3 T inh: 0.23

What do the screens show for `CCC(C)(C)n1nnnc1C(c1cc2cccc(C)c2[nH]c1=O)N1CCCC1` (stereo not given)?
Cav3 T inh: 0.73

How did Cc1cc(C(F)F)n2nc(C(=O)Nc3ccc(S(=O)(=O)NC45CC6CC(CC(C6)C4)C5)cc3)nc2n1 do in these assays?
Cav3 T inh: -2.1

What do the screens show for `O=c1cc(CSc2nc3ccccc3[nH]2)c2ccccc2[nH]1`?
Cav3 T inh: 1.1

What do the screens show for `CCCCCSc1nc2c(c(=O)[nH]c(=O)n2C)n1CCc1ccccc1`?
Cav3 T inh: 0.05

Results for COc1ccc(NC(=O)c2sc(NC(=O)COc3ccccc3)nc2C)cc1 ?
Cav3 T inh: -0.069

How did COc1ccccc1C(=O)Nc1ccc(S(=O)(=O)Nc2cc(C)on2)cc1 do in these assays?
Cav3 T inh: 0.81

Results for C=CCn1c(SCC(=O)Nc2ccccc2OC)nc(O)c(CC)c1=O ?
Cav3 T inh: 0.79

Results for CCn1ncc(C2=NOC(C(=O)Nc3cc(OC)c(Cl)cc3OC)C2)c1C (stereo not given) ?
Cav3 T inh: 0.79

Results for COc1cc(-c2nc(-c3ccccn3)no2)cc(OC)c1OC ?
Cav3 T inh: 0.37

How did CCCCn1c(NC(=O)CC)c(C#N)c2nc3ccccc3nc21 do in these assays?
Cav3 T inh: 0.27

How did O=C(COC(=O)c1ccccc1)c1ccc(Br)cc1 do in these assays?
Cav3 T inh: -2.2

What do the screens show for `CCCC(CCC(=O)Nc1ccc(C(=O)OCC)cc1)C(=O)O` (stereo not given)?
Cav3 T inh: 0.37

Results for COC(=O)[C@H]1C[C@@H]1[C@H](NC(=O)[C@H]1C[C@@H]1[C@H](NC(=O)OCc1ccccc1)c1ccccc1)c1ccccc1 ?
Cav3 T inh: -3

Results for COCC(=O)N(Cc1cc2cc(OC)ccc2[nH]c1=O)c1ccccc1 ?
Cav3 T inh: 0.39

What do the screens show for `O=C(NCCC1=CCCCC1)C1CCN(C(=O)Nc2ccccc2)CC1`?
Cav3 T inh: 1.4

What do the screens show for `COc1cccc(N2CCN(C3CCCC(C)C3)CC2)c1` (stereo not given)?
Cav3 T inh: -2.9

Results for COc1ccc(C(C)NC(=O)C2CCCO2)cc1OC (stereo not given) ?
Cav3 T inh: 1.3

What do the screens show for `Cc1ccc(Cl)cc1N1CCN(C(=O)c2ccc(CN3CCOCC3)cc2)CC1`?
Cav3 T inh: 0.13

How did O=C(OCc1cnc(Cl)s1)c1ccccc1Cl do in these assays?
Cav3 T inh: -1.1

What do the screens show for `CCC(=O)Nc1ccc(-c2nnc(-c3ccccc3)o2)cc1`?
Cav3 T inh: 0.47

How did COC(=O)/C=C/C(=O)Nc1cccnc1 do in these assays?
Cav3 T inh: 1.1

What do the screens show for `COC(=O)c1ccc(N2CCN(C)CC2)c(NC(=O)c2cc3ccccc3o2)c1`?
Cav3 T inh: 0.32

How did O=C(NCc1ccccc1)C1CCCN(C(=O)Nc2ccccc2)C1 (stereo not given) do in these assays?
Cav3 T inh: 0.017

Results for CCOc1ccc(OCC)c(NC(=O)CC2Oc3ccccc3NC2=O)c1 (stereo not given) ?
Cav3 T inh: -1.5

What do the screens show for `Cc1cc(C)c(NC(=O)CSc2nc3ccc(NC(=O)CSc4nnnn4Cc4ccccc4)cc3s2)c(C)c1`?
Cav3 T inh: -2.5

How did O=C(O)C1CCCN(S(=O)(=O)c2ccc(Br)cc2)C1 (stereo not given) do in these assays?
Cav3 T inh: 0.047

How did OC(COc1c(Br)cc(Br)cc1Br)CN1CCOCC1 (stereo not given) do in these assays?
Cav3 T inh: -0.025

How did CCOC(=O)c1c(C)n(C)c2cc(OCCN(CC)CC)ccc12 do in these assays?
Cav3 T inh: 0.15

Results for CCCCCOC(=O)Cn1c(=O)c2c(nc(N3CCOCC3)n2C)n(C)c1=O ?
Cav3 T inh: 1.1

How did CCOc1ccc(N(CC(=O)O)S(=O)(=O)c2ccc(OC)c(OC)c2)cc1 do in these assays?
Cav3 T inh: 0.85

Results for COc1ccc(N(CC(=O)Nc2ccc(S(=O)(=O)N3CCCCC3)cc2)S(C)(=O)=O)cc1OC ?
Cav3 T inh: -1.8

What do the screens show for `CCCN(CCC)CC(O)CN(c1ccccc1)S(=O)(=O)c1ccc(C)cc1` (stereo not given)?
Cav3 T inh: 0.66

What do the screens show for `C=CCn1c(Cc2ccc(OC(C)C)c(Cl)c2)nnc1SCC(N)=O`?
Cav3 T inh: 0.73

Results for O=C(CCN1C(=O)C2C3C=CC(C3)C2C1=O)NCCc1ccccc1Cl (stereo not given) ?
Cav3 T inh: -0.45

How did Cc1ccccc1OCCCC(=O)NCc1ccco1 do in these assays?
Cav3 T inh: -0.039

What do the screens show for `COc1ccc(OC)c(C2=NOC(C(=O)NCCN3CCOCC3)C2)c1` (stereo not given)?
Cav3 T inh: 0.49

How did CC1(C)Cc2c(c(-c3ccccc3)nc3[nH][nH]c(=O)c23)CO1 do in these assays?
Cav3 T inh: 0.88

How did COC(=O)c1ccc(NC(=O)c2ccccc2)o1 do in these assays?
Cav3 T inh: 0.058

What do the screens show for `CN(c1ccccc1C(=O)N1CCc2ccccc2C1)S(C)(=O)=O`?
Cav3 T inh: -0.22

How did O=C(Cc1ccccc1)Nc1ccc(N2CCN(Cc3ccccc3F)CC2)cc1 do in these assays?
Cav3 T inh: 0.4

Results for CNC(=O)c1ccc(CNC(=O)OCC(F)(F)F)cc1 ?
Cav3 T inh: 0.81

How did COc1ccc(N2CCN(CCC(N)=O)CC2)cc1 do in these assays?
Cav3 T inh: -0.02

How did COCC(=O)OCC(=O)Nc1cc(C(C)(C)C)nn1-c1ccccc1 do in these assays?
Cav3 T inh: 0.0054

Results for c1ccc(N2CCN(C3CCSC3)CC2)cc1 (stereo not given) ?
Cav3 T inh: -0.021

How did O=C(NCc1ccccc1C(F)(F)F)C1CC(c2cc(C(F)(F)F)cc(C(F)(F)F)c2)=NO1 (stereo not given) do in these assays?
Cav3 T inh: -2.3

Results for CCCC1(CCC)NC(=O)N(CC(=O)N2CCN(C(=O)c3ccco3)CC2)C1=O ?
Cav3 T inh: 0.44

How did Nc1nc(SCC(=O)NCC2CCCO2)n[nH]1 (stereo not given) do in these assays?
Cav3 T inh: -1

Results for O=S(=O)(Cc1ccccc1)N1CCN(C/C=C/c2ccccc2)CC1 ?
Cav3 T inh: -2.2

How did O=C(CCC(=O)OCC(=O)c1ccc(Br)cc1)Nc1cccc2cccnc12 do in these assays?
Cav3 T inh: -0.16

How did CC(=O)c1cn(CC(=O)NCc2cccnc2)c2ccccc12 do in these assays?
Cav3 T inh: 0.12

How did Cc1ccc2c(CC(=O)NC3=NCCS3)coc2c1 do in these assays?
Cav3 T inh: -0.98

Results for CC(=O)c1ccc(OCC(O)CN2CCOCC2)cc1 (stereo not given) ?
Cav3 T inh: 1.2

What do the screens show for `O=C(O)CCN1C(=O)C2CCCCC2C1=O` (stereo not given)?
Cav3 T inh: 0.12

Results for O=C(NN1C(=O)C2C(C1=O)C1C=CC2C12CC2)c1ccncc1 (stereo not given) ?
Cav3 T inh: 0.44

Results for COc1ccccc1CNC(=O)c1cnn2c(C(F)F)cc(C)nc12 ?
Cav3 T inh: 1.2

What do the screens show for `O=C(Nc1ccc(N2CCOCC2)cc1N1CCOCC1)c1cccs1`?
Cav3 T inh: 0.11

How did COCCNC(=O)C1CC(c2cccc(F)c2)=NO1 (stereo not given) do in these assays?
Cav3 T inh: 0.044

How did CCS(=O)(=O)N1CCCC(C(=O)NC2CCCC2)C1 (stereo not given) do in these assays?
Cav3 T inh: -0.35

What do the screens show for `CC(C)CC(=O)NCC(C)NC(=O)CC(C)C` (stereo not given)?
Cav3 T inh: -0.1

What do the screens show for `COc1ccccc1NC(=S)Nc1ccccc1F`?
Cav3 T inh: 0.045

How did Cc1ccc(C(=O)O/N=C2\CCSc3ccc(C)cc32)cc1 do in these assays?
Cav3 T inh: -1.5

An excerpt from above in order of heavy-atom count, ascending.
How did COCCNC(=O)C1CC(c2cccc(F)c2)=NO1 (stereo not given) do in these assays?
Cav3 T inh: 0.044

Results for CC(=O)c1ccc(OCC(O)CN2CCOCC2)cc1 (stereo not given) ?
Cav3 T inh: 1.2

How did Cc1ccc(C(=O)O/N=C2\CCSc3ccc(C)cc32)cc1 do in these assays?
Cav3 T inh: -1.5

How did CC(=O)c1cn(CC(=O)NCc2cccnc2)c2ccccc12 do in these assays?
Cav3 T inh: 0.12

Results for COc1ccccc1CNC(=O)c1cnn2c(C(F)F)cc(C)nc12 ?
Cav3 T inh: 1.2

Results for CCCC1(CCC)NC(=O)N(CC(=O)N2CCN(C(=O)c3ccco3)CC2)C1=O ?
Cav3 T inh: 0.44

How did O=C(NCc1ccccc1C(F)(F)F)C1CC(c2cc(C(F)(F)F)cc(C(F)(F)F)c2)=NO1 (stereo not given) do in these assays?
Cav3 T inh: -2.3

Following part.
What do the screens show for `O=C1CN(C(=O)c2ccco2)c2ccccc2N1`?
Cav3 T inh: -0.0061

Results for CNc1nc2ccccc2n1/N=C/c1cccc(OC)c1OC ?
Cav3 T inh: -1.8

What do the screens show for `Cc1ccc(CNS(=O)(=O)c2ccc3oc(C(=O)O)c(C)c3c2)cc1`?
Cav3 T inh: -2.8

Results for Cc1ccccc1OCc1nnc2c3cnn(C)c3ncn12 ?
Cav3 T inh: 0.24

Looked up by structure from the list above, two records:
Results for COc1ccc(C(C)NC(=O)C2CCCO2)cc1OC (stereo not given) ?
Cav3 T inh: 1.3

What do the screens show for `NNC(=O)c1cn2ccccc2n1`?
Cav3 T inh: 2.2

High-throughput results from PubChem BioAssay.
